PPARg SRC1 recr = agonists of human PPARgamma SRC-1 coactivator recruitment. activation, % at 8 µM. PPARgamma-SRC-1 coactivator recruitment biochemical assay. hit rate 0.41% among 200,000; in the data active = activation above about 19%;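 also: 0% = DMSO and 100% = reference agonist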
Diaphorase inh = inhibits diaphorase or chemically oxidizes, flagging diaphorase assay artifacts; inhibition, % at 20 µM; hit rate 0.69% among 190,000; diaphorase resazurin-to-resorufin fluorescence, NADH, 16 min; bacterial (C. kluyveri) enzyme, not human;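 active = primary screen inhibition at 20 µM above a set limit, cut at about 50% in these data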;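 also: plate controls were DMSO with full reaction for no effect and wells lacking NADH for full effect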
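System: Bacterial diaphorase enzyme (C. kluyveri) | Incubation: 16-min room-temperature incubation before reading | Benchmarks: No-NADH positive control and DMSO neutral control | Measured by: Resorufin fluorescence 544/590 nm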
ROMK mod = modulators of human ROMK potassium channel | Tet-inducible ROMK, thallium flux fluorescence; actives lie on both sides | B-score at 10 µM | hit rate 2% among 130,000;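 active = signal ratio slope over the read window, or its plate-corrected B-score, at least 3 SD from the plate mean, either direction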;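 also: B-score of the F/F0 ratio slope over 7 to 12 s after thallium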
Target sequence (P48048 whole entry, looked up): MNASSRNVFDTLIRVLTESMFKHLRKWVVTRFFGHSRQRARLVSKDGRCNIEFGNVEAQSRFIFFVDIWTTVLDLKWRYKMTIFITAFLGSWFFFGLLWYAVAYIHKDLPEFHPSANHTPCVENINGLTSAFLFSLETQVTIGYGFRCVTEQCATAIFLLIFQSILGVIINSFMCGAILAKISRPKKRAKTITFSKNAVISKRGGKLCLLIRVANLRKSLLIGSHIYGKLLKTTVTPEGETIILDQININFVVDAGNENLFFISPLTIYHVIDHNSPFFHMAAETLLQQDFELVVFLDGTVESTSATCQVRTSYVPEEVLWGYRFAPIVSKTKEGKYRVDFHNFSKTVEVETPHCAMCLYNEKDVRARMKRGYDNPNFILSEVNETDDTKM
G6PDH CS = inhibits Leuconostoc G6PDH, flagging false hits in G6PDH-based assays. Purified L. mesenteroides G6PDH, diaphorase/resazurin coupled fluorescence, 45 min. inhibition, % at 5 µM. hit rate 0.12% among 200,000; in the data active = inhibition above about 50%
PMI act = phosphomannose isomerase (human) activation; activation factor at 20 µM; P34949; AID 1214; purified human PMI, coupled resazurin fluorescence, 20 min; active compounds read high; 1 = vehicle control, 0 substrate-free wells; hit rate 0.005% among 190,000;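 active = activation factor of 2 or more at 20 µM, relative to plate controls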
Target sequence (P34949 whole entry, looked up): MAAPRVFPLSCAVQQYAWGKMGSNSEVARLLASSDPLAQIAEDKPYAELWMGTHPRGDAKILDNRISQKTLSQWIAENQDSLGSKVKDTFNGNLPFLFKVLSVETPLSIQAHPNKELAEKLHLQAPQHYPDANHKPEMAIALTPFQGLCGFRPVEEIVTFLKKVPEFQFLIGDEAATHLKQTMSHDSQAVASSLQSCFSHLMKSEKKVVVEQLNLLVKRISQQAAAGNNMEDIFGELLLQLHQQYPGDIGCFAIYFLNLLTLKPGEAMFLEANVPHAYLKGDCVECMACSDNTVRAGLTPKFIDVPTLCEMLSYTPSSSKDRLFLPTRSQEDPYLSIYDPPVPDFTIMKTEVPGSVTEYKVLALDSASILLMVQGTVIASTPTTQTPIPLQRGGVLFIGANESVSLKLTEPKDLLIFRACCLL
SRC2 TRFRET art = TR-FRET artefact, counter-screen to PPARgamma/SRC-2 agonist assay; AID 1049; hit rate 0.4% among 200,000; active compounds read high; TR-FRET ratio at 8 µM; in the data active = TR-FRET ratio above about 2000; also: inactives centre near 1500
S1P3 antagonist = S1P3 (human) receptor antagonism; inhibition, % at 4.98 µM; AID 485; hit rate 0.27% among 170,000; CHO S1P3 NFAT-BLA reporter, FRET fluorescence, antagonist mode;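 active = inhibition above the plate cutoff, the mean inhibition of test wells on that plate plus 3 SD, cut at about 28% in these data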;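 also: cells challenged with S1P at its EC80 of 0.8 µM; blue over green emission ratio from cleaved BLA substrate after 4 h stimulation; 0% = S1P-stimulated wells and 100% = unstimulated DMSO-only wells; some compounds past the cut are filed as inactive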
PPARg SRC3 recr = PPARgamma-driven SRC-3 recruitment agonism | biochemical PPARgamma/SRC-3 coactivator recruitment assay | activation, % at 8 µM | hit rate 0.26% among 200,000 | AID 731; in the data active = activation above about 23%;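 also: 0% = DMSO and 100% = reference agonist; some compounds past the cut are filed as inactive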
Diaph act CS = diaphorase activation or chemical reduction counter-screen | activation factor at 20 µM | hit rate 0.005% among 190,000 | AID 1229 | Diaphorase/resazurin coupled assay, resorufin fluorescence, 16 min; active compounds read high; 1 = vehicle wells, 0 = NADH-free wells;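 active = diaphorase activity raised at least twofold by the compound at 20 µM; inactive = activation factor below 2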
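Test system: Clostridium kluyveri diaphorase, purified enzyme. Buffer or medium: 50 mM HEPES pH 7.4 buffer plus MgCl2 and Tween 20. Also added: 0.114 mM NADH and 0.1 mM resazurin, final amounts. Dosing: compound 20 µM once, DMSO 1%. Schedule: 16 min enzyme reaction, ambient temperature. Detection: fluorescence of resorufin, 544 nm excitation, 590 nm emission.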
PPARg SRC2 recr = promotes SRC-2 coactivator recruitment by human PPARgamma | P37231 | PPARgamma LBD-SRC-2 recruitment, biochemical | activation, % at 8 µM | hit rate 0.34% among 200,000 | AID 1032; in the data active = activation above about 22%;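 also: 0% = vehicle and 100% = reference agonist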
PMI act satM6P = PMI (human) activation, high substrate. activation factor at 20 µM. coupled PMI enzyme assay, resazurin fluorescence, 20 min; active compounds read high; 1 = untreated enzyme, 0 = substrate-free blank. P34949. AID 1216. hit rate 0.34% among 190,000;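 active = activation factor of 2 or more at 20 µM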
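test system = human PMI in coupled enzyme assay | medium = HEPES-buffered pH 7.4 with magnesium and detergent | also added = 1.0 mM mannose-6-phosphate substrate with 0.22 mM NADP+ | compound = 20 µM single dose | times = 20 min incubation at room temperature | measured by = resorufin fluorescence (Ex 544/Em 590 nm) from resazurin via diaphorase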
Numbers without * were called inactive; · = not tested or not shown.

SMILES | PPARg SRC1 recr | Diaphorase inh | ROMK mod | G6PDH CS | PMI act | SRC2 TRFRET art | S1P3 antagonist | PPARg SRC3 recr | Diaph act CS | PPARg SRC2 recr | PMI act satM6P
CN1CCc2nc(NC(=O)c3cccc(S(=O)(=O)N4CCc5ccccc54)c3)sc2C1 | 15 | 2 | -0.25 | 1 | 0.9 | 1937 | -51 | 13 | 1 | 5 | 1
O=S(=O)(c1ccc(S(=O)(=O)N(Cc2ccco2)Cc2ccccc2Cl)cc1)N1CCCC1 | 7 | -7 | · | -27 | 1 | 1689 | 17 | -1 | 1.1 | 10 | 1.1
Cc1ccc(/C=C2\SC(N3CCCC3)=NC2=O)cc1 | 5 | 7 | 2.8 | 6 | 1 | 1666 | 16 | 10 | 0.9 | 1 | 1
COc1ccc(C)cc1NC(=O)C1CCN(C(=O)Cc2ccccc2)CC1 | -1 | 15 | -0.77 | 4 | 1 | 1706 | -23 | 5 | 0.8 | 12 | 0.9
CC(=O)NC1C(=O)N=C(SCC(=O)Nc2sc3c(c2C#N)CCCCCC3)NC1=O (stereo not given) | -7 | 21 | 0.42 | 2 | 0.3 | 1493 | -7 | -4 | 0.8 | 3 | 1.1
Cn1cnnc1SCc1ccc(F)c2ccccc12 | 7 | 12 | · | -6 | 1 | 1569 | -18 | 1 | 0.9 | 0 | 1
CC1CC1C(=O)OCC(=O)NCc1ccc(Cl)cc1Cl (stereo not given) | -3 | 8 | 0.052 | 15 | 1 | 1411 | · | -14 | 0.9 | -10 | 1.1
COC(=O)[C@H]1C[C@@H]1[C@H](NC(=O)c1cc(C)on1)c1ccccc1 | 4 | 2 | 0.015 | 18 | 1 | 1444 | -1 | -1 | 1 | 0 | 1
O=c1[nH]c(NCCCO)nc2c1C1(CCCC1)Cc1ccccc1-2 | 0 | 18 | -3.4* | 9 | 0.9 | 1487 | -18 | -4 | 0.8 | 0 | 0.9
O=C(C1CCCCC1)N1CCN(S(=O)(=O)c2ccc(Cl)cc2)CC1 | 7 | 17 | · | 1 | 0.9 | 1680 | -8 | 12 | 0.8 | 11 | 0.9
Fc1ccc(NC(=S)NCCc2ccccn2)cc1 | 1 | 2 | -0.17 | 10 | 1 | 1500 | -5 | 1 | 1 | -2 | 1
COc1ccc(C(=O)Oc2cc3c4c(c2)C(C)=CC(C)(C)N4C(=O)C3=O)cc1OC | -10 | -1 | · | 9 | 0.9 | 1631 | -2 | -2 | 1 | 1 | 0.9
Cc1sc2ncnc(OCC(=O)NC(C)C)c2c1C | 9 | 9 | · | 7 | 1.1 | 1584 | · | 16 | 0.9 | -4 | 1
O=C(NCC1CCCN(C(=O)NCc2ccccc2)C1)c1ccc2c(c1)OCO2 (stereo not given) | 5 | 17 | -0.21 | 6 | 0.9 | 1628 | -4 | 1 | 0.8 | 10 | 0.9
COc1ccc2cnn(-c3ccc(C)cc3)c(=O)c2c1OC | -5 | -3 | 0.81 | 13 | 1 | 1204 | · | 2 | 1 | -3 | 1
COc1ccc(-n2c(SC)nc(O)c(Cc3ccccc3)c2=O)cc1 | 3 | 13 | · | 3 | 1 | 1458 | · | -4 | 0.9 | 3 | 1.1
CCC(=O)/C=C1/Sc2ccccc2N1CC | -3 | 12 | 0.026 | 1 | 0.9 | 1302 | · | 11 | 0.9 | -3 | 1
CC(=O)c1c(COC(=O)c2ccncc2)nc2ccccc2[n+]1[O-] | -1 | 11 | -0.23 | 10 | 1 | 1440 | -20 | 3 | 0.9 | -7 | 0.9
CC(CCc1ccccc1)NC(=O)c1ccccc1 (stereo not given) | 4 | 6 | -0.34 | -3 | 1 | 1565 | · | 6 | 0.9 | 8 | 1
CC(C)OC(=O)CSc1nnc(CNc2ccc(Cl)cc2)n1C | 3 | 6 | -1.2 | 11 | 1 | 1568 | -15 | 2 | 0.9 | 4 | 1
CN(CC(=O)Nc1ccc(F)cc1)C(=O)COc1ccc(C(=O)c2ccccc2)cc1 | -1 | 14 | · | -10 | 0.9 | 1716 | -19 | 1 | 0.9 | 13 | 1
CCOc1cc(NC(=O)c2ccccc2[N+](=O)[O-])c(OCC)cc1NC(=O)CC(C)C | 1 | 5 | · | -1 | 1.1 | 1545 | · | 3 | 0.9 | 4 | 1
Cn1nc(-c2ccc(C(=O)O)cc2)c2ccccc2c1=O | 0 | 2 | 0.47 | 5 | 1.1 | 1419 | · | 7 | 1 | 2 | 1
O=C(CCOc1ccccc1F)N1CCN(c2ccccc2O)CC1 | -4 | 9 | -0.071 | 3 | 1.1 | 1351 | 1 | 1 | 0.9 | -4 | 1
C/C(=N\OC(=O)C1CC1)C1CC1c1ccc(F)cc1 (stereo not given) | 7 | 14 | -0.24 | 2 | 1 | 1787 | -4 | 4 | 0.9 | 0 | 0.9
CC(C)(C)c1csc(NC(=O)c2ccncc2)n1 | -5 | 20 | -0.94 | 7 | 0.8 | 1276 | -10 | -2 | 0.8 | 0 | 0.8
Brc1ccc(COn2ccnc2)cc1 | 8 | 8 | 0.51 | 8 | 0.9 | 1618 | -6 | 2 | 0.9 | 5 | 1
Cc1cc(C)nc(SCCn2c(N(C)Cc3ccccc3)nc3c2c(=O)n(C)c(=O)n3C)n1 | -2 | -1 | · | 6 | 1 | 1699 | · | 13 | 1 | 5 | 1
CC1(C)Cc2c(c(N3CCOCC3)nc3snc(N)c23)CO1 | 4 | 11 | 1 | -12 | 0.9 | 1634 | · | -4 | 0.9 | 3 | 1
Cc1cc(=O)[nH]c(N/N=C/c2ccco2)n1 | 1 | 19 | 0.11 | 1 | 1 | 1743 | · | 14 | 0.8 | 10 | 1.1
O=C(Nc1cccnc1)c1ccc(Cl)c(S(=O)(=O)N2CCCCCC2)c1 | 0 | 12 | · | 7 | 1 | 1409 | -9 | 0 | 0.9 | -3 | 1
COc1cccc2cc(C(=O)N3CCN(c4ccccn4)CC3)c(=O)oc12 | 3 | 5 | 0.78 | 13 | 0.9 | 1603 | · | 1 | 1 | 4 | 1
COc1ccc2nc(NC(=O)/C=C/c3ccc4c(c3)OCO4)sc2c1 | 4 | 9 | -0.0073 | -4 | 0.9 | 1610 | 0 | 1 | 0.9 | 3 | 0.9
Cc1ccc(C)c(S(=O)(=O)NCCOc2nc(NC(C)C)nc(NC(C)C)n2)c1 | 6 | 10 | 2.8 | 6 | 1 | 1387 | · | 3 | 0.9 | 8 | 1
Nc1nonc1C(=O)N/N=C/c1ccc(-c2cccc(C(=O)O)c2)o1 | 0 | 27 | -0.0017 | 0 | 0.9 | 1523 | -11 | 4 | 0.7 | 8 | 0.8
O=C(O)CCCCCNC(=O)c1ccc(Br)cc1 | 3 | 5 | 0.4 | 8 | 1 | 1414 | · | 12 | 0.9 | 4 | 1.1
Cc1cc2c(cc1C)C(c1cccc([N+](=O)[O-])c1)CC(=O)N2 (stereo not given) | 6 | 14 | · | 2 | 1 | 1619 | 0 | 4 | 0.9 | 7 | 1
O=C(O)c1ccc(CNCc2c(Cl)cccc2Cl)cc1 | 18 | 7 | · | 10 | 1 | 1684 | · | -5 | 0.9 | 5 | 1
Cc1ccc(S(=O)(=O)NCc2nc3ccccc3c(=O)n2N)cc1 | 2 | 3 | · | 15 | 1 | 1423 | -41 | 6 | 1 | 2 | 1.1
Cc1ccccc1OCC(=O)Nc1ccc(Cc2ccncc2)cc1 | -2 | 0 | -1 | -7 | 1 | 1389 | -1 | -3 | 1 | -5 | 1.1

Part of the list above, showing only PMI act.
| mol | PMI act |
| --- | --- |
| Cc1cc2c(cc1C)C(c1cccc([N+](=O)[O-])c1)CC(=O)N2 (stereo not given) | 1 |
| O=C(O)c1ccc(CNCc2c(Cl)cccc2Cl)cc1 | 1 |
| Cc1ccc(S(=O)(=O)NCc2nc3ccccc3c(=O)n2N)cc1 | 1 |
| Cc1ccccc1OCC(=O)Nc1ccc(Cc2ccncc2)cc1 | 1 |

Further records follow.
SMILES | PPARg SRC1 recr | Diaphorase inh | ROMK mod | G6PDH CS | PMI act | SRC2 TRFRET art | S1P3 antagonist | PPARg SRC3 recr | Diaph act CS | PPARg SRC2 recr | PMI act satM6P
COc1ccc(NC(=O)CCCSc2ccccc2)cc1 | 0 | -13 | -0.4 | 6 | 1.2 | 1562 | -6 | 4 | 1.1 | 4 | 1.2
CC1=NOC(=O)/C1=C/c1ccc2c(c1)OCO2 | 9 | 0 | -1.9 | 3 | 1.1 | 1650 | -2 | 11 | 1 | 5 | 1.2
Nc1ccc(C(=O)N/N=C/c2ccccc2)cc1 | 11 | 6 | · | -4 | 1 | 1570 | · | 0 | 0.9 | 8 | 1.1
COc1ccc(CCNC(=O)COc2ncnc3cc([N+](=O)[O-])ccc23)cc1 | 4 | 14 | · | -21 | 0.8 | 1498 | -1 | -2 | 0.9 | -2 | 0.9
Cn1c(=O)c2c(nc(NCCCO)n2Cc2cccc(Br)c2)n(C)c1=O | 3 | 10 | 0.023 | -5 | 0.9 | 1631 | -20 | -6 | 0.9 | 5 | 0.9
Cc1ccc(Nc2c(-c3ccccc3)nc3cnccn23)cc1 | -1 | 2 | -1.3 | 2 | 1 | 1409 | 2 | -1 | 1 | -3 | 1
CC1(C)Cc2c(sc3nc(SCC(=O)O)[nH]c(=O)c23)CO1 | 6 | 19 | · | 4 | 0.9 | 1596 | -1 | 1 | 0.8 | 13 | 0.9
Cc1cccc(-c2cnn(-c3cccc([N+](=O)[O-])c3)c2N)c1 | 6 | 14 | -0.72 | 2 | 0.9 | 1477 | 11 | 5 | 0.9 | 11 | 0.9
N#Cc1ccc(CSc2nnc(COc3ccccc3)n2-c2ccccc2)cc1 | -3 | 22 | -1.9 | 1 | 0.9 | 1350 | · | 1 | 0.8 | 3 | 1
COc1ccc(C)cc1NC(=O)C(=O)NCc1ccncc1 | 6 | 12 | · | 3 | 0.9 | 1606 | · | 2 | 0.9 | 7 | 0.9
Cc1cc2oc(C(=O)NCc3ccc4c(c3)OCO4)c(C)c2cc1C | -2 | 15 | · | -15 | 0.9 | 1402 | 1 | -2 | 0.9 | 9 | 0.9
COc1ccc(Nc2nc(Cl)nc(NCc3ccco3)n2)c(OC)c1 | 3 | 11 | 1.4 | -3 | 1.1 | 1644 | · | -5 | 0.9 | 9 | 1
CS(=O)(=O)N1CCN(C(=O)CCC2CCCC2)CC1 | -2 | -4 | · | 4 | 1 | 1387 | 10 | -9 | 1 | -1 | 1.1
CCOC(=O)c1cc(C)n(CCc2ccccc2)c1C | -2 | 20 | · | -1 | 0.8 | 1326 | -19 | -3 | 0.8 | 1 | 0.9
